Sm TGR inh: qHTS Assay for the Inhibitors of Schistosoma Mansoni Peroxiredoxins; Schistosoma mansoni thioredoxin glutathione reductase (TGR), Q962Y6; purified TGR, DTNB reduction, TNB absorbance 405 nm; Potency, µM (series often up to 114 µM), for inactives: at the top dose activity change, negative = inhibition, actives largely listed as inhibitors; actives 3% (n = 360,000); AID 485364, 2010; also: potency is read from the fitted curve at half-maximal effect; nearly all actives have a fitted effect of over 60% in size
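First, TGR (20 nM dispensed) and NADPH were mixed with compound. Second, a 15 min room-temperature incubation followed. Third, further NADPH and then DTNB were added to start the reaction. Finally, TNB absorbance was monitored kinetically.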
HCMV antiviral: qHTS Assay for inhibitors of the human cytomegalovirus (HCMV); activity change, negative = inhibition, % at 57.5 µM; HFF cells, HCMV-luciferase reporter, 72 h; active compounds read low; AID 1259415, 2018; actives 4.5% (n = 410,000); in the data active = activity change below about -60%; inconclusive = no clear call, values can overlap the other calls; inactive = above about -39%
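After 16 h attachment at 37C, HFF cells received test compound and HCMV-luciferase (1 PFU/cell); reporter luminescence read 72 h later, data normalized against buffer-only and known inhibitor Salinomycin.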
AmpC detergent: qHTS Inhibitors of AmpC Beta-Lactamase (assay with detergent). actives 0.041% (n = 370,000). P00811. AID 485294, 2010. AmpC hydrolysis of nitrocefin, absorbance 480 nm, 0.01% Triton. Potency, µM (top dose mostly 114 µM), inactives show at the highest dose activity change, negative = inhibition, most hits filed as inhibitors;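 also: potency is read from the fitted curve at half-maximal effect; 0% = no-compound wells and -100% = no-enzyme wells; nearly all actives have a fitted effect of over 25% in size; some results filed as inactive show a strong effect at the top dose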
Target sequence (P00811 whole entry, looked up): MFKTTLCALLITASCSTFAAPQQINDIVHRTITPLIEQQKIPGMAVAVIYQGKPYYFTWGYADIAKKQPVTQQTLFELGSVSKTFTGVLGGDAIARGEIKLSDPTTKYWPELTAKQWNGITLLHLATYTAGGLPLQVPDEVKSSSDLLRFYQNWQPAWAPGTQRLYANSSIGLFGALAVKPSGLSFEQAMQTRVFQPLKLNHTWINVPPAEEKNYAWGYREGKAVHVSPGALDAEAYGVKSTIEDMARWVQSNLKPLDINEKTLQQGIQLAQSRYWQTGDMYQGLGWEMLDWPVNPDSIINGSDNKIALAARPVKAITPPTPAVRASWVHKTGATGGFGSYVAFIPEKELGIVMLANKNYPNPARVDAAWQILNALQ
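AmpC (5.3 nM in the dispensed reagent) in 20 mM phosphate pH 7.0 with 0.01% (detergent screen) or 0.0001% Triton X-100 was preincubated with compounds for 15 min at room temperature. Nitrocefin was then added from an 800 uM solution, and hydrolysis was followed at 480 nm.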
AmpC inh no detg: qHTS Inhibitors of AmpC Beta-Lactamase (assay without detergent). actives 0.52% (n = 330,000). AmpC nitrocefin hydrolysis, absorbance 480 nm, 0.0001% Triton. Potency, µM (top dose mostly 57.1 µM), for inactives: top-dose activity change, negative = inhibition, hits mostly inhibitors. AID 485341, 2010;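 also: potency is read from the fitted curve at half-maximal effect; plate controls were no compound for no effect and no enzyme for full effect; nearly all actives have a fitted effect of over 20% in size; some results filed as inactive show a strong effect at the top dose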
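AmpC (5.3 nM in the dispensed reagent) in 20 mM phosphate pH 7.0 with 0.01% (detergent screen) or 0.0001% Triton X-100 was preincubated with compounds for 15 min at room temperature. Nitrocefin was then added from an 800 uM solution, and hydrolysis was followed at 480 nm.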
FBPA Giardia inh: qHTS Assay for Inhibitors of Fructose-1,6-bisphosphate Aldolase from Giardia Lamblia; A8B2U2; purified Giardia FBPA; Potency, µM (titrated, usually from 59.6 µM), for inactives: top-dose activity, negative = inhibition, hits mostly inhibitors; actives 0.71% (n = 290,000); AID 2451, 2010; also: potency is read from the fitted curve at half-maximal effect; nearly all actives have a fitted effect of over 55% in size
Target sequence (A8B2U2 whole entry, looked up): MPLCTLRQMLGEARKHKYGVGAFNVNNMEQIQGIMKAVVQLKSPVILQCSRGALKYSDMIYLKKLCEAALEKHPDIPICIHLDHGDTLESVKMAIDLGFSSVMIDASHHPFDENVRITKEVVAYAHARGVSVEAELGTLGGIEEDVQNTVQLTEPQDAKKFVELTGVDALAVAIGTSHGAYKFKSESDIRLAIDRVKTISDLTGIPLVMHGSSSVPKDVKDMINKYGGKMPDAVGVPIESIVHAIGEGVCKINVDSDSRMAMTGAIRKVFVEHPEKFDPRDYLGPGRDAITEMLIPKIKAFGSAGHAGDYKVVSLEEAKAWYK
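40 nM FBPA preincubated 10 min at RT with compound (up to 57.5 uM final), then substrate plus GAPDH/TPI/NAD/arsenate coupling and diaphorase/resazurin added. Fluorescence read after 20 min at RT, 525/598 nm.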
HCV inhibitor: qHTS Assay for Inhibitors of Hepatitis C Virus (HCV); Huh7.5.1 HCVcc-Cre infection, luciferase reporter, 44 h; Potency, µM (series often up to 41.8 µM), without a hit: top-dose activity change, negative = inhibition, most hits filed as inhibitors; actives 3.4% (n = 340,000); AID 651820, 2012; also: potency is read from the fitted curve at half-maximal effect
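Luciferase read-out (15 sec integration) after a 15 min room-temperature substrate step quantifies HCVcc-Cre infection. Cells, 1,000 per well, had compound added 4 h post-plating, then virus at ~0.5 moi, and were cultured 44 h.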
An asterisk follows results filed as active; ? = inconclusive; / = not tested or not shown; & = joins results of further samples; [ ] = dose if it differs, or a comment. Unless noted, calls follow the shape of the dose curve; as a rule, active = well fitted curve in the direction sought with a large enough effect; inconclusive = small, poorly fitted or top-dose-only effect, or another doubt; inactive = no such curve, though single readings can be large; an effect the other way counts as inactive or inconclusive. Unless noted, % is scaled to controls: 0 for no effect and ±100 for the full control effect.

SMILES,Sm TGR inh,HCMV antiviral,AmpC detergent,AmpC inh no detg,FBPA Giardia inh,HCV inhibitor
CCCCN(CC)C(=O)C1CCCN(c2ncnc3onc(C)c23)C1 (stereo unspecified),5%,-23,19%,/,/,/
Cc1ccc(C(=O)N2CCSC2=S)cc1,-19%[57.1 µM],22,-5%,-16%,0%,-1%
O=C(Cn1c(-c2cccs2)cc2cc(Cl)ccc21)N1CCN(c2ccccc2F)CC1,-3%,-13,-8%,/,/,/
C=C(C)CSc1nc2nc(C)cc(C)n2n1,1%,18,-1%,4%,-2%,-5%
CCc1nn(CCCC(=O)N(C)Cc2ccccc2)c(=O)c2cc3occc3n12,7%,-33,1%,44%,0%,?
CC(=O)Nc1ccc(S(=O)(=O)Nc2nc3ccccc3nc2Sc2nncn2C)cc1,-21%,-37,?,-16%,?,14%
CCOc1ccc2nc(-c3ccccc3)[nH]c2c1,8%,76,-1%,-37%,-2%,?
CC(=O)N1c2ccc(S(=O)(=O)N3CCCC(C(=O)Nc4ccc(C)cc4C)C3)cc2CC1C (stereo unspecified),2%,34,-14%,10%,3%,-8%
CC(=NC1CCCCC1)C1=C(O)c2ccccc2C1=O,0%,50,-9%,-1%,?,-13%
Cc1ccc(C)c(S(=O)(=O)NC(C)C(=O)Nc2ccc(-c3nc4ccccc4s3)cc2)c1 (stereo unspecified),-2%,94,4%,-18%,5%,-14%
COC(=O)C1=C(C(=O)OC)[C@@H]2N(C)c3ccccc3[C@@]23C[C@@H](CO)N(C(=O)C2CCC2)C3=N1,/,-16,/,/,4%[12.9 µM],-7%
Cc1ccccc1NC(=O)CN1C(=O)CSc2ccc(S(=O)(=O)N3CCCCC3)cc21,-5%,-37,1%,-46%,3%,-3%
CC(=O)c1c(O)n(C2CCCCCC2)c(=O)[nH]c1=O,0%,-24,3%,-26%,7%,15%
Cc1ccc(C)c(NC(=O)COc2coc(CN3CCc4ccccc4C3)cc2=O)c1,0%,-32,-6%,74%[activator],/,?
COc1ccc(C)cc1N(CC(=O)N1CCCCCC1)S(=O)(=O)c1ccc(C)cc1,1%,-6,-2%,70%[activator],/,26%
Cc1cc(C(=O)NNC(=O)c2ccc(Cl)cc2)no1,5%,47,3%,-19%,1%,1%
Cc1cc(C)n2nc(CCCCc3nc4nc(C)cc(C)n4n3)nc2n1,-8%[57.1 µM],/,-4%,5%,4%,/
O=C(C1=C(O)C(=O)N(CC2CCCO2)C1c1cccc(Cl)c1)c1ccco1 (stereo unspecified),-12%,-10,?,-9%,-20%,20%
Cc1cc(CNC(=O)[C@H]2C[C@@H]2[C@H](NP(=O)(c2ccccc2)c2ccccc2)c2ccccc2)nn1C,-4%,-91*,-14%,239%[activator],0%&8%,6%[8.37 µM]
CCCCn1c(N)c(N(CC(C)C)C(=O)Cn2c(=O)oc3ccccc32)c(=O)[nH]c1=O,0%,-8,-10%,-26%,/,-18%

Single records, from the list above. Order of values: Sm TGR inh, HCMV antiviral, AmpC detergent, AmpC inh no detg, FBPA Giardia inh, HCV inhibitor
`C=C(C)CSc1nc2nc(C)cc(C)n2n1` is listed with 1%, 18, -1%, 4%, -2%, -5%
`CCCCn1c(N)c(N(CC(C)C)C(=O)Cn2c(=O)oc3ccccc32)c(=O)[nH]c1=O` is listed with 0%, -8, -10%, -26%, /, -18%
`CC(=O)Nc1ccc(S(=O)(=O)Nc2nc3ccccc3nc2Sc2nncn2C)cc1` is listed with -21%, -37, ?, -16%, ?, 14%

(more compounds)
SMILES,Sm TGR inh,HCMV antiviral,AmpC detergent,AmpC inh no detg,FBPA Giardia inh,HCV inhibitor
CCc1cc(CNC(=O)CC2C(=O)NCCN2Cc2c(F)cccc2Cl)on1 (stereo unspecified),95%,-29,6%,-8%,1%,17%
CCC(COC)NC(=O)CCc1nnc(Cc2cccc(C(F)(F)F)c2)o1 (stereo unspecified),17%,30,3%,14%,-1%,16%
O=C(NCCOc1ccccc1F)C1CCC(=O)N(CCc2cccc(F)c2)C1 (stereo unspecified),-14%,?,-2%,98%[activator],/,-4%
COC(=O)c1sc2ccccc2c1NC(=O)c1coc2ccccc2c1=O,0%,53,-9%,-18%,3%,21%
C/C(=N/NC(=O)CSc1nc2ccccc2n1C)c1ccncc1,-13%,-101*,0%,-16%,-5%,11%
Cc1nn2c(=O)cc(COC(=O)COc3ccc(F)cc3)nc2s1,-5%,2,6%,/,/,/
CSc1nnc([C@@H](N)Cc2ccccc2)o1,1%,-9,-4%,-20%,-24%,6%
Cc1occc1C(=O)Nc1cnn(CCCC(=O)O)c1,-12%,-37,-2%,-2%,/,5%
COC(=O)c1ccc2c(c1)SC1=C(CCCC1=O)N2,-11%,125,-6%,-26%,-12%,?
Cc1c(C(C)C)c(=O)n(-c2ccc(S(=O)(=O)NC3CCCCC3)cc2)n1C,-10%,-89*,-2%,17%,0%,5µM*
CCc1ccc(C(C(=O)NCc2ccc(F)cc2)N(C(=O)c2csnn2)C2CC2)cc1 (stereo unspecified),6%,-35,?,40%,0%,3%
COc1ccccc1N1CCN(C(=O)c2sc3nc4n(c(=O)c3c2C)CCC4)CC1,0%&-6%,-8&-15,-1%&22%,99%[activator],/,9%
CC(C)c1nc(SCC(=O)NC2CCCC2)c2c(=O)n(C)c(=O)n(C)c2n1,10%,20,4%,7%,/,-4%
CC(C)(C)C(=O)N1CCN(c2nc3ccccc3o2)CC1,10%,9,5%,1%,0%,13%
COc1cc(S(=O)(=O)Nc2ccc(C(=O)NCC(=O)O)cc2)ccc1NC(C)=O,-2%,59,1%,-12%,7%,?
COc1ccc(NC(=O)CSc2nnc(Cc3ccccc3)o2)c(OC)c1,0%,41,-13%,0%,-7%,8%
O=C(O)/C=C/c1ccc(S(=O)(=O)Nc2ccc3[nH]c(=O)[nH]c3c2)cc1,-34%,-21,-1%,-25%,?,20%
Cc1ccc(NC(=O)C2CCN(S(=O)(=O)c3cnc[nH]3)CC2)nc1,-3%,-21,1%,-15%,1%,5%
O=C(COc1ccccc1)N[C@@H]1c2ccccc2CC[C@@H]1O,/,-6,/,-6%,/,8%
CCOC(=O)c1oc2ccccc2c1NC(=O)COC,-3%,16,-6%,-8%,6%,-9%

Four structures out of the list, ordered by SMILES length, lowest first.
SMILES,Sm TGR inh,HCMV antiviral,AmpC detergent,AmpC inh no detg,FBPA Giardia inh,HCV inhibitor
CCCCN(CC)C(=O)C1CCCN(c2ncnc3onc(C)c23)C1 (stereo unspecified),5%,-23,19%,/,/,/
COC(=O)c1sc2ccccc2c1NC(=O)c1coc2ccccc2c1=O,0%,53,-9%,-18%,3%,21%
Cc1c(C(C)C)c(=O)n(-c2ccc(S(=O)(=O)NC3CCCCC3)cc2)n1C,-10%,-89*,-2%,17%,0%,5µM*
O=C(O)/C=C/c1ccc(S(=O)(=O)Nc2ccc3[nH]c(=O)[nH]c3c2)cc1,-34%,-21,-1%,-25%,?,20%

Individual results from the results shown.
CCc1nn(CCCC(=O)N(C)Cc2ccccc2)c(=O)c2cc3occc3n12 in Sm TGR inh reads 7%
COC(=O)c1sc2ccccc2c1NC(=O)c1coc2ccccc2c1=O in HCMV antiviral reads 53

Going on with the list:
SMILES,Sm TGR inh,HCMV antiviral,AmpC detergent,AmpC inh no detg,FBPA Giardia inh,HCV inhibitor
CC[C@]1(C(=O)OC)[C@H]2C(=O)N(C)C(=O)[C@H]2[C@H]2CN=C(SCc3ccc(Cl)cc3)N21,/,-34,/,99%[activator],/,-5%
COc1ccc2cc(S(=O)(=O)N3CCOCC3)ccc2c1,-7%,18,-2%,-3%,9%,-2%
O=C(Nc1cccc(O)c1)c1cc(-c2cccs2)on1,-9%,-6,-15%,-14%,-5%,0%
O=C(OC(C(=O)Nc1ccc(Cl)cc1C(F)(F)F)c1ccccc1)c1c(Cl)cccc1Cl (stereo unspecified),6%,?,-7%,-17%,0%,-22%
Cc1ccc(-c2noc(CN3CCC(C(N)=O)CC3)n2)cc1,?,34,-2%,8%,-8%,18%
COc1ccc(C(=O)COc2ncnc3cc(Cl)ccc23)cc1,-6%,37,4%,-16%,4%,10%
O=C(NCc1ccco1)c1ccc2c(c1)N(Cc1ccccc1)CCS2,?,-29,-1%,-43%,-1%,-13%
COc1ccccc1N(C)S(=O)(=O)c1ccc(C(=O)OCC(=O)N(C)c2ccccc2)cc1,0%,-7,-9%,52%,-1%,-2%
O=C(CSc1ccc(-c2ccccn2)nn1)NCc1ccc(F)cc1,2%,18,9%,-9%,-17%,2%
O=C1CCC(C(=O)N(CCO)Cc2ccccc2)CN1CCCN1CCOCC1 (stereo unspecified),-28%,-26,1%,-2%,9%,6%
Cc1ccc(CCNc2ncnc3onc(C)c23)cc1,1%,?,13%,/,/,/
CCn1cc(C(=O)OCC(=O)Nc2c(C)cccc2C)c(=O)c2ccc(C)nc21,?,-1,1%,-15%,-2%,6%
COc1cc(OC)nc(NC(=O)CN2CCN(c3ccc(F)cc3)CC2)n1,-15%,12,-2%,24%,-3%,-27%
COc1cc(C2CC(=O)c3cnc(NC(=O)c4ccco4)nc3C2)cc(OC)c1OC (stereo unspecified),-32%,-3,7%,2%,10%,?
COC(=O)c1ccc(CSc2ncnc3c2oc2ccccc23)o1,-3%,-3,-8%,-12%,-5%,-11%
O=C(Oc1c(Br)cc([N+](=O)[O-])cc1Br)c1cccnc1,-35%,-37,-3%,-13%,?,4%
COc1ccc(CNC(=O)CCc2nnc3n(CC(C)C)c(=O)c4ccccc4n23)cc1,0%,7,3%,/,/,/
O=C1CCCN2N=C(SCC(=O)Nc3ccc(Br)cc3)SC2=N1,-26%,-20,1%,-14%,3%,3%
COc1ccccc1N1CCN(C2CCN(S(=O)(=O)c3ccc(NC(C)=O)cc3)CC2)CC1,0%,-32,8%,-22%,1%,0%
O=C(NCc1ccccc1)c1ccc(/C=N/O)nc1,4%,18,-8%,-18%,2%,16%
CC1CC2(CCCCC2)N2C(=O)C(=O)c3cccc1c32 (stereo unspecified),10%,-26,-12%,-17%,0%,?
COC(=O)c1cccc(N(C(=O)c2cnccn2)C(C(=O)NC2CCCCC2)c2cn(C)nc2C)c1 (stereo unspecified),-10%,20,?,?,1%,3%

Source: PubChem BioAssay
